LYPLA2 counter: blocks human lysophospholipase 2, a PME1 counter-screen. O95372. AID 2177. 320,000 tested, 0.38% active. inhibition, % at 5.9 µM. recombinant LYPLA2, FP-Rh probe fluorescence polarization;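 active = inhibition above the screen-wide mean plus 3 SD, limit set per campaign, cut at about 26% in these data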;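 note: 0% = LYPLA2 with DMSO and 100% = wells lacking LYPLA2 enzyme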
PME-1 primary: blocks human protein phosphatase methylesterase 1. recombinant PME-1, FP-Rh probe fluorescence polarization. inhibition, % at 5.9 µM. 320,000 tested, 0.53% active;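 active = inhibition above the campaign mean of all compounds plus 3 SD, cut at about 26% in these data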;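 note: competitive labeling of PME-1 active site by serine hydrolase directed probe; 0% = PME-1 with DMSO and 100% = wells lacking PME-1 enzyme; inhibitors block probe labeling so polarization falls and inhibition rises; many of its hits are not listed in these tables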
GSTO1 counter: counter-screen for RBBP9 inhibitors: inhibitors of human GSTO1. P78417. recombinant GSTO1, activity-based probe fluorescence polarization. inhibition, % at 5.96 µM. 300,000 tested, 1.1% active. AID 1974;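 active = inhibition above the campaign mean inhibition plus 3 SD, cut at about 35% in these data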;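 note: 0% = GSTO1-1 with DMSO and 100% = wells lacking GSTO1-1 enzyme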
Target sequence (P78417 whole entry, looked up): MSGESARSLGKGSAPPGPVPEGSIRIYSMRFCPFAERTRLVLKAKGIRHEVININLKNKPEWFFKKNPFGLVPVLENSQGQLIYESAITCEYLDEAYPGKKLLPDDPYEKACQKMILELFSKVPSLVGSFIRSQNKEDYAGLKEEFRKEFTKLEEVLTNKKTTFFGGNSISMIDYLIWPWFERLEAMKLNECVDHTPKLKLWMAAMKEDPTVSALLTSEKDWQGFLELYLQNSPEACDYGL
PAFAH1B2 FP inh: blocks human PAF acetylhydrolase 1b catalytic subunit 2; AID 492953; inhibition, % at 3.39 µM; 340,000 tested, 1.2% active; P68402; recombinant PAFAH1B2, FP-rhodamine activity probe, fluorescence polarization;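 active = inhibition above the mean of all tested compounds plus 3 SD, cut at about 24% in these data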;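 note: 0% = enzyme with DMSO and 100% = wells lacking PAFAH1B2; many of its hits are not listed in these tables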
pPAFAH FP inh: pPAFAH (human) enzyme inhibition; 330,000 tested, 1.5% active; Q13093; inhibition, % at 3.39 µM; recombinant pPAFAH, FP-rhodamine probe fluorescence polarization;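 active = inhibition above the mean inhibition across the screen plus 3 SD, cut at about 25% in these data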;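 note: inhibitors block binding of the rhodamine activity-based probe so polarization drops; 0% = enzyme with DMSO and 100% = wells lacking pPAFAH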
Target sequence (Q13093 whole entry, looked up): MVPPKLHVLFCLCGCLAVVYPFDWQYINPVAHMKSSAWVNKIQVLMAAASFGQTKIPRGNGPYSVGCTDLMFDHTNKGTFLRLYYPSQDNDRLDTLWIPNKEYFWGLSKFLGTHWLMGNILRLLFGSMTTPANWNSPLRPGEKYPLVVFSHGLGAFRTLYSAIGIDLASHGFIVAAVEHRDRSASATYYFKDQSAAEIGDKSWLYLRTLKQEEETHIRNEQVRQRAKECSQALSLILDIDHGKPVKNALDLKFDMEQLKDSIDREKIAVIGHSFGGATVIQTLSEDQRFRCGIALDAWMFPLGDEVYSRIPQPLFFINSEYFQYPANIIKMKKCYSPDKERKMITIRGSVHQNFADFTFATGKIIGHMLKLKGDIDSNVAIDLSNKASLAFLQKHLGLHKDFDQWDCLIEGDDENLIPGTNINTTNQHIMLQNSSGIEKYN
LYPLA1 counter: blocks human lysophospholipase 1, a PME1 counter-screen; AID 2174; inhibition, % at 5.9 µM; recombinant LYPLA1, FP-Rh probe fluorescence polarization; 320,000 tested, 0.16% active; O75608;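 active = inhibition above the mean of all tested compounds plus 3 SD, set per campaign, cut at about 14% in these data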;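 note: inhibitors block serine hydrolase probe labeling of LYPLA1 so polarization falls; 0% = enzyme with DMSO and 100% = wells lacking LYPLA1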
PAFAH1B3 FP inh: inhibitors of human PAFAH1B3; inhibition, % at 3.39 µM; recombinant PAFAH1B3, FP-rhodamine probe, fluorescence polarization; 340,000 tested, 0.28% active; Q15102; AID 492972;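 active = inhibition above the screen-wide average of all tested compounds plus 3 SD, cut at about 25% in these data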;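 note: 0% = enzyme with DMSO only and 100% = wells lacking PAFAH1B3 protein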
Target sequence (Q15102 whole entry, looked up): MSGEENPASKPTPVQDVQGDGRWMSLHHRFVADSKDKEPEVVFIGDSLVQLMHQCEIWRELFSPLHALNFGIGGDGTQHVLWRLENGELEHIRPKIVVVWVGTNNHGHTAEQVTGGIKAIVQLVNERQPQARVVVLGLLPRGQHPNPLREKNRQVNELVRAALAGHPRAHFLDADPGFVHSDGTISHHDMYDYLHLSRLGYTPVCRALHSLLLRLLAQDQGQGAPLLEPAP
PAFAH2 inh: inhibitors of human PAFAH2; Q99487; recombinant PAFAH2, FP-rhodamine activity probe, fluorescence polarization; inhibition, % at 3.39 µM; 340,000 tested, 0.99% active; AID 492956;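 active = inhibition above the mean over all tested compounds plus 3 SD, cut at about 30% in these data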;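 note: inhibitors block probe labeling of enzyme so polarization drops; 0% = enzyme with DMSO and 100% = wells lacking PAFAH2 protein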
PAD4 inh: inhibitors of human PAD4 | Q9UM07 | recombinant PAD4, RCA probe fluorescence polarization | inhibition, % at 6.36 µM | 330,000 tested, 0.41% active | AID 485272;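 active = percent inhibition above a cutoff equal to the mean of all tested compounds plus 3 SD, cut at about 15% in these data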;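 note: 0% = PAD4 with RCA probe and DMSO and 100% = probe without PAD4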
* marks the source's active call; other numbers are inactive results; / = not tested or not shown. These rows are one share of the data, so the mix of outcomes need not match the whole.

SMILES	LYPLA2 counter	PME-1 primary	GSTO1 counter	PAFAH1B2 FP inh	pPAFAH FP inh	LYPLA1 counter	PAFAH1B3 FP inh	PAFAH2 inh	PAD4 inh
COc1cc(C)c(Cc2cnc(N)nc2N)cc1OC	2	1	8	/	1	-1	/	/	-5
Cc1ccn2c(=O)nc(SCC(=O)N3CCCc4ccccc43)nc2c1	1	4	0	6	4	-2	2	7	-1
Cn1ccc(C(=O)NC(=S)N2CCSCC2)n1	-5	-4	13	7	-8	-4	2	-5	8
O=C(c1cc(COc2c(F)cccc2F)on1)N1C[C@H]2CC[C@H]1C2	-1	3	4	4	2	-1	9	7	-6
N#CC(c1ccccn1)c1ncc(C(F)(F)F)cc1Cl (stereo not given)	-3	-4	-1	1	1	2	8	4	-7
CC1(NC(=O)Nc2cccc(Br)c2)CCS(=O)(=O)C1 (stereo not given)	/	/	/	1	-2	/	5	3	6
COCCCN(CCCN)Cc1ccco1	-4	-3	6	-2	-4	-1	5	-4	-3
CC(C)C(=O)N1CCN(c2ccc(NC(=S)NC(=O)c3cc4ccccc4o3)cc2)CC1	3	0	3	7	-6	2	10	-3	-3
O=C(NCc1cccc(CNC(=O)Nc2cccc(O)c2)c1)Nc1cccc(O)c1	-11	1	1	0	3	-7	5	6	-2
O=C(C[C@H]1C[C@H](C(=O)N2CCCCC2)[C@@]2(CCc3ccccc3)c3[nH]c4ccc(Cl)cc4c3CCN2C1=O)NCCc1ccccn1	/	/	/	-1	11	/	4	6	-1
CC1CCN(C(c2nnnn2CCc2ccccc2)C(C)C)CC1 (stereo not given)	1	-7	0	5	10	2	4	6	-2
CC(=O)NCC(=O)N(C)C(C(=O)Nc1ccc2c(c1)OCCO2)c1ccccc1 (stereo not given)	4	4	-3	6	3	1	7	2	4
CCCCn1c(SCC(=O)N2c3ccccc3Sc3ccccc32)nc2c1c(=O)n(C)c(=O)n2C	-11	13	2	1	-3	1	-7	0	-4
COc1ccc(NC(=O)c2cccc(N3C(=O)NC4CC3(C)Oc3ccccc34)c2)cc1 (stereo not given)	-3	5	4	3	5	-1	3	1	-6
c1ccc(-n2cnc3cc(NCc4ccccn4)ccc32)cc1	2	5	2	-1	15	3	1	4	-3
O=C1C(=C2SCCCS2)CC/C1=C\c1ccc(F)cc1	-8	12	0	1	-9	-5	3	4	-4
Cc1nnc2ccc(N3CCN(C(=O)c4ccccc4)CC3)nn12	-5	-1	0	-1	2	1	-1	0	-4
O=C(Oc1ccc(N(Cc2cccs2)C2=NS(=O)(=O)c3ccccc32)cc1)c1ccccc1Cl	3	0	-3	8	4	0	6	2	2
CC(C)Cn1c(SCC(=O)N2CCN(C(=O)c3ccco3)CC2)nc2ccccc2c1=O	1	4	7	0	2	2	1	0	1
O=C(Nc1ccccc1)N1CCCN(c2nccc(C(F)(F)F)n2)CC1	6	-1	1	5	5	2	5	6	-3
COc1ccc(C2=NO[C@@H]3C(=O)N(C4CCCCC4)C(=O)[C@H]23)cc1OC	3	5	-1	2	1	-5	5	9	-4
Cn1c(C(=O)NC2CC2)cc2c(=O)n(C)c3ccccc3c21	2	2	16	0	-2	1	2	3	1
CC[C@]12c3[nH]c4ccc(Cl)cc4c3CCN1C(=O)[C@@H](CC(=O)NCc1cccc(C(F)(F)F)c1)C[C@@H]2C(=O)N1CCN(C(=O)c2ccco2)CC1	/	/	/	3	9	/	4	-5	2
CNC(=O)c1ccsc1NC(=O)c1ccc2c(c1)CCCC2	-13	-108	-8	-3	-13	-15	-2	6	0
O=C(CSc1ccccc1)N1CCCC(Nc2ccccc2)C1 (stereo not given)	3	3	6	5	6	-6	3	4	-1
CCN(CC)CCC(=O)Nc1cccc2c1C(=O)c1ccccc1C2=O	3	5	29	/	6	3	/	/	3
Cc1cc(C(=O)OCC(=O)N2CC(=O)Nc3ccccc32)c(C)n1-c1ccccc1	-3	-3	-2	2	22	-5	-4	1	-3
COc1ccc(C(=O)NCCSCc2ccco2)cc1OC	1	-1	6	4	2	-1	-6	4	-2
Cc1cc(C(=O)Nc2ccc3c(c2)OCCO3)c(C)o1	-1	9	4	3	0	-2	3	-1	7
COc1ccccc1C(=O)C1CCCN(C(=O)Nc2ccccc2F)C1 (stereo not given)	-1	-2	4	0	1	-3	6	0	-1
CCCCn1c(N)c(N(CCC)C(=O)C2CCCC2)c(=O)[nH]c1=O	6	-1	/	2	3	0	4	1	4
CC(=O)c1cc(C#N)c(SCc2ccc(F)cc2)nc1C	9	3	7	-1	2	0	-1	-12	-3
CCc1noc(C)c1C(=O)N(C)CC(=O)Nc1ccc(F)c(F)c1F	-1	-3	-5	2	3	2	3	6	3
O=C(COC(=O)c1ccccc1Nc1ccccc1)Nc1ccccc1	-5	-4	-3	-7	-2	-2	6	10	2
COc1ccc(/C=N/Nc2nc(-c3ccc(C)cc3)c(C#N)c(=O)[nH]2)cc1	5	-15	-1	-1	9	-1	8	7	-2
Cc1cccc(NC(=O)COc2coc(CN3CCN(c4ccccc4)CC3)cc2=O)c1C	0	2	-8	2	1	0	-6	3	4
CC(=O)c1nnn(-c2ccc(F)cc2F)c1C	2	-3	2	-2	2	3	7	-2	-1
COc1ccc(N(C=O)C(C(=O)Nc2c(C)cccc2C)c2ccccc2)cc1 (stereo not given)	6	-2	-2	1	-3	0	13	0	4
COc1ccc(-n2c(SCC(=O)N3CCCC(C)C3)nnc2-c2cccnc2)cc1 (stereo not given)	3	5	3	2	1	0	2	4	1
O=C(COC(=O)CNS(=O)(=O)c1ccc2ccccc2c1)Nc1ccc2c(c1)OCO2	11	3	3	-2	9	2	3	-1	4
COc1ccc(NC(=O)/C(C#N)=C\C=C\c2ccco2)cc1	-1	-8	-1	0	3	-4	8	9	-4
CCCCNCc1cc(OCC)c(OCC(N)=O)cc1Br	2	4	7	2	6	0	3	-16	-5
O=[N+]([O-])c1ccccc1NC1CCN(Cc2ccccc2)CC1	8	-1	-3	-2	1	2	12	2	1
CCC(N1CCOC1=O)S(=O)(=O)c1ccc(C)cc1 (stereo not given)	-2	-5	-2	-2	0	0	8	-1	1
COc1ccccc1NC(=O)CN1CC(=O)Nc2ccccc21	3	9	-6	1	1	-1	2	-7	-1
CCOC(=O)c1c(C)[nH]c(C(=O)C(C)OC(=O)c2cnc(C)cn2)c1C (stereo not given)	-2	1	/	-1	0	-3	-10	4	3
O=C(CCCc1nc(-c2ccc(Cl)cc2)no1)NC1CCCC1	2	4	-3	8	2	0	4	4	-1
Cc1cc(C)cc(NC(=O)CN2C(=O)COc3ccc(S(=O)(=O)N4CCCC4)cc32)c1	37*	-1	1	0	2	1	-2	6	-1
COC(=O)CSc1nnc(C)n1-c1cccc(C#N)c1	-4	-4	6	3	-2	1	7	3	4
Cc1cccc(-c2noc(CN(C(=O)c3c(-c4ccccc4Cl)noc3C)C(C)C)n2)c1	-5	-12	-7	2	-2	-1	3	9	2
CSc1ccc(/C=N/n2nnnc2N)cc1	4	-2	-7	4	5	-5	6	3	-2
COc1cccc(NC(=O)C2CC2)c1	3	4	3	7	3	-3	6	-1	-3
O=C(CN1C(=O)c2ccccc2S1(=O)=O)N1CCCCC1	0	-4	8	4	2	2	-6	2	3
CC(SCc1ccccc1)C(=O)NN=C1CCN(C)CC1 (stereo not given)	0	-5	0	-6	6	0	-4	4	-1
Cc1cc(NS(=O)(=O)c2ccc(NC(=O)CCc3ccccc3)cc2)no1	4	-3	3	6	4	-4	13	-4	-2
O=C(O)CNC(=S)N(Cc1ccccc1Cl)C1CCCC1	8	-8	11	5	-1	2	-8	-2	0
COc1ccc(-n2c(=O)[nH]cc(C(=O)N3CCc4ccccc43)c2=O)cc1	-4	-2	5	-3	-2	-3	19	9	-7
COc1ccc(NC(=O)C2=CC(c3ccc(C)cc3)=NS(=O)(=O)N2C)cc1OC	-2	2	9	4	10	0	-4	-5	3
CCc1c(C)[nH]n(-c2ccc(Oc3ccccc3)c(S(=O)(=O)O)c2)c1=O	9	-4	17	8	13	7	6	5	-8
CC(=O)Nc1ccc(C(=O)NCCCSc2ccccc2)cc1	-2	2	4	7	4	-3	5	-4	1

Later entries:
SMILES	LYPLA2 counter	PME-1 primary	GSTO1 counter	PAFAH1B2 FP inh	pPAFAH FP inh	LYPLA1 counter	PAFAH1B3 FP inh	PAFAH2 inh	PAD4 inh
COc1ccc(C2=NOC(C)(c3nnc(-c4ccc(Cl)cc4)o3)C2)cc1 (stereo not given)	3	-3	1	9	1	3	-1	13	4
CCCCN1C2=NC(c3ccccc3)CN2c2ccccc21 (stereo not given)	5	0	-5	2	2	0	9	11	0
Cc1c(NC(=O)c2cc3ccccc3o2)c(=O)n(-c2ccccc2)n1C	1	-3	4	4	-1	-1	9	6	-4
CC(C)(C)n1nnnc1C(c1cccnc1)N1CCN(c2ccccn2)CC1 (stereo not given)	2	3	-6	2	1	2	5	-5	-3
CSc1ncccc1C(=O)OCC(=O)NC(C)CCc1ccccc1 (stereo not given)	/	/	/	0	5	/	4	19	-1
Cc1cc(C)n2cc(CSc3nc4cc(Cl)ccc4o3)nc2n1	-2	-1	1	2	0	-4	8	8	4
COC(=O)C1C(=O)c2c([nH]c(C(=O)OC3CCCCCC3)c2C)CC1C (stereo not given)	-4	0	1	-1	2	-2	7	5	4
O=C(O)CSc1cc(NS(=O)(=O)c2ccc(Br)cc2)c2ccccc2c1O	38*	30*	90*	52*	16	8	63*	42*	31*
Cc1oc2ccc(NS(=O)(=O)c3ccc(F)cc3)cc2c1C(=O)O	1	3	9	13	1	2	6	7	2
CCc1cc(C(=O)N2CCN(c3ncc(C(F)(F)F)cc3Cl)CC2)sc1C	11	2	3	0	5	10	-1	4	0
CN(C)CCCN(Cc1ccccc1)C(=S)Nc1ccc(SC(F)F)cc1	-2	8	8	6	0	-1	3	2	3
C=CCOC(=O)C(C#N)c1nc2ccccc2nc1N1CCC(C(=O)OCC)CC1 (stereo not given)	3	1	-10	1	16	0	11	6	1
COc1cccc(CSc2nnc(-c3ccc(F)cc3)o2)c1	-7	5	-1	3	8	-3	9	2	2
O=C(NCc1cccc(CNC(=O)C(=O)NCC2CCCO2)c1)C(=O)NCC1CCCO1 (stereo not given)	-1	-1	-5	/	-5	3	/	/	-3
O=C(NCC1CCCO1)c1cc(-c2ccco2)nc2ccccc12 (stereo not given)	-7	-1	-7	3	5	-1	12	11	-3
COc1cccc(C(=O)NC(=O)Nc2nc(C)cc(C(F)(F)F)n2)c1	7	4	-1	0	4	0	7	2	0
CN(CC(=O)Nc1ccc2c(c1)CCC2)CC(=O)Nc1ccccc1Br	-1	-1	13	4	-2	2	13	-2	-7
CN(Cc1ccncn1)C(=O)CC1C(=O)NCCN1Cc1cccc(Oc2ccccc2)c1 (stereo not given)	0	4	9	7	4	-1	9	3	0
CCCCn1c(N)c(N(CC(C)C)C(=O)CCS(=O)(=O)c2ccc(C)cc2)c(=O)[nH]c1=O	-1	-4	8	4	8	-2	8	-2	0
O=C(NCCCCCCOC1=NS(=O)(=O)c2ccccc21)C(=O)Nc1ccccc1	-2	-7	0	-3	0	3	5	-7	-3

High-throughput results as filed in PubChem BioAssay.
